aGlu spleen mod – qHTS Assay for Inhibitors and Activators of Human alpha-Glucosidase From Spleen Homogenate. human spleen homogenate, 4-MU-alpha-glucoside fluorescence. Potency, µM (doses to about 79.9 µM), for inactives: at the highest dose activity change, negative = inhibition, hits mostly inhibitors. actives 0.006% (n = 240,000);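 also: 0% = enzyme with vehicle and -100% = no enzyme basal signal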
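AC50 values come from Hill-equation fits of concentration-response data, normalized to no-enzyme and full-activity controls. Enzyme source: 1 ug human spleen homogenate; 1 mM fluorogenic 4-MU glucoside, pH 5.0 citrate buffer, 37 C, 40 min.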
GAA glycogen mod – qHTS Assay for Inhibitors and Activators of Human alpha-Glucosidase Cleavage of Glycogen; AID 2100, 2009; Lysosomal alpha-glucosidase (Homo sapiens), P10253; recombinant GAA, glycogen substrate, Amplex Red glucose oxidase fluorescence; actives 0.38% (n = 300,000); Potency, µM (series often up to 76.4 µM), for the others: at the highest dose activity change, negative = inhibition, actives largely listed as inhibitors;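 also: 0% = full enzyme reaction and -100% = no-enzyme basal signal; the screen sought inhibitors and activators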
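Recombinant human enzyme (4 nM); glycogen substrate; 37 C, 40 min, pH 5.0. Readout: coupled glucose oxidase/Amplex Red fluorescence.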
IMPase Li cell – qHTS Assay for Identifying the Cell-Membrane Permeable IMPase Inhibitors: Potentiation with Lithium. CHO-M1 cells, IP1 TR-FRET (IP-One), carbachol + lithium. Potency, µM (doses to about 59.4 µM), for inactives: top-dose activity, negative = IMPase inhibition, usual class: inhibitors. actives 0.35% (n = 210,000). AID 1457, 2008;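 also: IP1 builds up when IMPase is blocked and the TR-FRET signal falls; plate controls were basal vehicle for no effect and high inhibitor control for full effect; nearly all actives have a fitted effect of over 50% in size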
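IP1 accumulation measured by competitive TR-FRET in lysed CHO-M1 cells after 30 min compound exposure at 37C, with a small lithium addition to potentiate weak responses. Hill-equation AC50 from ratio and donor-channel data.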
GAA inh – qHTS Assay for Inhibitors of Human alpha-Glucosidase as a Potential Chaperone Treatment of Pompe Disease. purified human GAA, 4-MU-alpha-glucoside fluorescence. Potency, µM (top dose mostly 76.9 µM), inactives show top-dose activity change, negative = inhibition, usual class: inhibitors. actives 0.005% (n = 200,000). AID 1466, 2008;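 also: plate controls were uninhibited enzyme wells for no effect and no-enzyme background for full effect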
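qHTS format, compound range up to 77 uM. Human lysosomal enzyme at 4 nM, 400 uM 4-MU glucoside substrate, pH 5.0, 20 min room temperature; fluorescence after alkaline stop gives activity normalized to controls.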
HTT cytoprotect – qHTS Multiplex Assay to Identify Dual Action Probes in a Cell Model of Huntington: Cytoprotection (ATP). AID 1471, 2008. Potency, µM (highest dose often 56.4 µM), for the others: cytoprotection (ATP increase), hits mostly activators. actives 0.14% (n = 230,000). PC12 HTT-Q103 induced, cytoprotection, ATP luminescence, 40 h;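 also: % of control where 0% means no effect; nearly all actives have a fitted effect of over 45% in size; toxic huntingtin expression switched on by the ecdysone agonist tebufenozide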
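ATP quantification (ATPlite) reports survival of PC12 cells in which tebufenozide, 100 nM final, switches on Htt exon 1 with 103 glutamines linked to GFP; compounds are titrated.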
HTT aggregate – qHTS Multiplex Assay to Identify Dual Action Probes in a Cell Model of Huntington: Aggregate Formation (GFP); Potency, µM (titrated, usually from 46.1 µM), without a hit: at the highest dose activity change, negative = inhibition, actives largely listed as inhibitors; actives 1.1% (n = 220,000); PC12 HttQ103-GFP aggregates, Acumen cytometry, 40 h; also: % is scaled to controls: 0 for no effect and ±100 for the full control effect; nearly all actives have a fitted effect of over 60% in size
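PC12 cells with ecdysone-inducible HTT exon1 Q103-GFP, induced by 100 nM tebufenozide, given compounds in a concentration series. GFP aggregates (1–25 um, 6 SD above background) counted in lysates by laser-scanning cytometry, 488 nm excitation.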
RGS12 GoLoco inh – qHTS Assay for Inhibitors of RGS12 GoLoco Motif Activity (Red Fluorophore); Guanine nucleotide-binding protein G(i) subunit alpha-1 (Homo sapiens), P63096; Gai1:RGS12 GoLoco peptide FP, rhodamine, 10 min; Potency, µM (doses to about 61.6 µM), without a hit: at the top dose activity, negative = inhibition, most hits filed as inhibitors; actives 0.44% (n = 230,000); active = well fitted inhibition curve with a large enough effect, not every such curve was filed as active; inactive = no such curve, though single readings can be large or run the other way; also: % is scaled to controls: 0 for no effect and ±100 for the full control effect; nearly all actives have a fitted effect of over 30% in size; many of its hits are not listed in these tables
Target sequence (P63096 whole entry, looked up): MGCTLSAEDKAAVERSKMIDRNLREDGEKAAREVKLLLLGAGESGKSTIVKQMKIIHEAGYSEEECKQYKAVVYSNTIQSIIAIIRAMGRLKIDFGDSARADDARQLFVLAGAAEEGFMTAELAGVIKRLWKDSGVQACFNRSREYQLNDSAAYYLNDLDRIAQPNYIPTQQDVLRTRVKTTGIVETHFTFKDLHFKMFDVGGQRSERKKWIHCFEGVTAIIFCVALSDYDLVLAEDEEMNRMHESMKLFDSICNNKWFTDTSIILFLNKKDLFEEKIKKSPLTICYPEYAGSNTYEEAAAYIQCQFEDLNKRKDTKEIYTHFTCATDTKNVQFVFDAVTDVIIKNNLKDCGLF
* = called active by the depositor; ? = inconclusive; . = no result given; [ ] = another dose, or the depositor's remark. Unless noted, calls follow the shape of the dose curve; as a rule, active = well fitted curve in the direction sought with a large enough effect; inconclusive = small, poorly fitted or top-dose-only effect, or another doubt; inactive = no such curve, though single readings can be large; an effect the other way counts as inactive or inconclusive. Potency is read from the fitted curve at half-maximal effect. The list is partial, so the mix of outcomes need not match the whole.

structure	aGlu spleen mod	GAA glycogen mod	IMPase Li cell	GAA inh	HTT cytoprotect	HTT aggregate	RGS12 GoLoco inh
CCn1c(C2CCN(Cc3ccccc3)CC2)n[nH]c1=S	.	-6%	24%	-8%	11%	-12%	9%
CCOCCCn1c(=S)[nH]c2cc(C(=O)NCC(OC)OC)ccc2c1=O	-5%	-1%	11%	-1%	-20%	1%	19%
Cc1cc(=O)oc2cc(OCC(=O)N3CC(C)OC(C)C3)ccc12 (configuration not stated)	-4%	-5%	-7%[38.3 µM]	-6%	-2%	13%[9.22 µM]	-2%
Cc1ccc(NC(=O)/C(C#N)=C/c2cccs2)c(C)c1	-2%	4%	2%	4%	17%[10 µM]	9%	6%
CC(=O)c1ccc(OCCCN2CCCCC2)cc1	-17%	0%	38%[activator][38.3 µM]	0%	11%	5%	-19%
COc1ccc(/C=N/NC(=O)CC(=O)NCc2cccnc2)cc1	5%	2%	-7%[38.3 µM]	3%	4%	9%	-3%
CN1CCN(C(=S)Nc2ccc(Oc3ccccc3)cc2)CC1	8%	-15%	3%	2%	28%	18%	-2%
COc1ccc(CC(=O)NCC2(c3ccc(OC)c(OC)c3)CCCC2)cc1	-3%	18%	6%	12%	1%[10 µM]	-6%[9.22 µM]	12%
CSc1ccc(-c2nnn(Cc3ccc(Br)cc3)n2)cc1	-3%	4%	42%[activator][38.3 µM]	-5%	11%	-10%	4%
O=C(/C=C/c1ccc(Br)cc1)N1CCN(c2cccc(C(F)(F)F)c2)CC1	11%	-3%	39%[activator]	0%	11%[10 µM]	4%	1%
O=C(O)C1Nc2c(C(=O)N3CCOCC3)cccc2C2C=CCC12 (configuration not stated)	-3%	-12%	-10%[38.3 µM]	4%	-7%	1%	-26%
Cc1ccc2nsnc2c1S(=O)(=O)N(Cc1ccco1)Cc1cc2cccc(C)c2[nH]c1=O	-2%	-4%	-3%[38.3 µM]	-3%	18%	20%	-1%
N#Cc1c(C(F)(F)F)cc(-c2ccc(F)cc2)[nH]c1=O	.	11%	9%	?	-31%[inhibitor]	?	-27%
CCOc1ccc(-c2nc(CSc3nnc(C)s3)cs2)cc1OC	-5%	5%	12%[38.3 µM]	-10%	-3%	20%	16%
O=S(=O)(NCCOCC(F)(F)C(F)F)c1ccc2oc3ccccc3c2c1	-1%	-8%	12%[38.3 µM]	-5%	-13%	?	0%
Cc1cc2ccccn2c1C(=O)c1ccc(NN)c([N+](=O)[O-])c1	0%	-6%	7%	-7%	-60%[inhibitor]	-1%	4%
CCOC(=O)CCC(=O)N(CCN(C(=O)CCC(=O)OCC)c1ccccc1)c1ccccc1	0%	5%	7%	-2%	26%[10 µM]	-6%	-10%
O=C(NCc1ccccc1C(F)(F)F)C1CC(c2ccc(C(F)(F)F)cc2)=NO1 (configuration not stated)	4%	-11%	.	.	30%[10 µM]	8%[9.22 µM]	2%
COc1ccc(OCCCC(=O)Nc2ccc(N3CCOCC3)cc2)cc1	-2%	14%	8%	12%	1%[10 µM]	15%[9.22 µM]	10%
CC(C)(C)c1ccc(C(=O)CC(=O)c2cc(Cl)ccc2O)cc1	-4%	-12%	40%[38.3 µM]	-4%	16%	?	9%
C/C=C/C(=O)Nc1cccc(C(F)(F)F)c1	2%	-2%	-2%	0%	19%[1.9 µM]	11%	-1%
COc1cc(/C=C(\C#N)c2nc3ccccc3[nH]2)ccc1OC(=O)c1ccco1	-4%	10%	10%	?	3%[10 µM]	-16%	18%
Cc1cccc(OCCCC(=O)NCc2ccco2)c1	-2%	-2%	6%[38.3 µM]	2%	-20%	0%	2%
O=C(C1CCN(S(=O)(=O)N2CCOCC2)CC1)N1CCN(c2ccc(F)cc2)CC1	2%	4%	-4%	-1%	-4%	-17%	-1%

Of the compounds above, 2 have bromine:
structure	aGlu spleen mod	GAA glycogen mod	IMPase Li cell	GAA inh	HTT cytoprotect	HTT aggregate	RGS12 GoLoco inh
CSc1ccc(-c2nnn(Cc3ccc(Br)cc3)n2)cc1	-3%	4%	42%[activator][38.3 µM]	-5%	11%	-10%	4%
O=C(/C=C/c1ccc(Br)cc1)N1CCN(c2cccc(C(F)(F)F)c2)CC1	11%	-3%	39%[activator]	0%	11%[10 µM]	4%	1%

More structures
structure	aGlu spleen mod	GAA glycogen mod	IMPase Li cell	GAA inh	HTT cytoprotect	HTT aggregate	RGS12 GoLoco inh
COc1ccc(CNC(=S)Nc2cccc(C)c2C)cc1	-15%	-9%	-16%[38.3 µM]	1%	1%	?	0%
Cc1ccc2nc(SCc3nnc(-c4ccccc4[N+](=O)[O-])o3)c(C#N)cc2c1	-6%	-5%	?	4%	-9%	15%	9%
COc1ccccc1CN1CCNC(=O)C1CC(=O)NCc1csc(C)n1 (configuration not stated)	-6%	-9%	0%	.	-1%[10 µM]	-1%[9.22 µM]	-9%
COc1ccc(OC)c(/C(C)=N/Nc2ccc(C(=O)O)cc2)c1	-4%	?	2%	.	5%[10 µM]	-5%[9.22 µM]	-2%
COC(=O)[C@@]1(Cc2ccccc2)C=C[C@@H](C)N1C(=O)c1ccccc1	2%	.	7%	.	-39%[inhibitor]	.	8%
COc1ccccc1NC(=O)CCN1C(=O)C2CC=C(Cl)CC2C1=O (configuration not stated)	-13%	5%	9%[38.3 µM]	6%	-13%	-4%	10%
Cc1ccccc1NC(=O)c1csc2c1CCCC2	8%	7%	34%	3%	-37%[10 µM]	-10%	-1%
O=C(Nc1ccc2nc3n(c(=O)c2c1)CCCC3)c1ccccc1[N+](=O)[O-]	10%	-4%	9%	2%	11%[10 µM]	-18%	-7%
c1ccc(-c2nc3cc4ccccc4cc3[nH]2)nc1	4%	-6%	6%	2%	-87%[inhibitor][10 µM]	0%	-1%
O=C(NC1CCCC1)c1n[nH]c2ccccc12	3%	2%	2%	3%	-76%[inhibitor]	-3%	-1%
Cc1ccc(NC(=O)CSc2nnnn2C)cc1S(=O)(=O)N(C)C	-2%	-2%	2%	-3%	-7%[10 µM]	3%	1%
COc1ccc(N=C2S/C(=C\c3cccs3)C(=O)N2CC(C)C)cc1	3%	-1%	7%[38.3 µM]	6%	9%	3%	10%
CN=C(N)NCCC[C@H](N)C(=O)O	7%	.	13%	.	?	.	-1%
COc1cc(NC(=O)Nc2cccc(Cl)c2)c(C(=O)O)cc1OC	-5%	-7%	.	.	-31%[10 µM]	-18%[9.22 µM]	4%
Cc1cc(=O)oc2cc(OCC(=O)OCC(=O)NCc3ccc4c(c3)OCO4)ccc12	8%	-5%	-10%[38.3 µM]	11%	1%	9%	11%
COC(=O)c1ccc2nc(NC(=O)CSCC(=O)OCC(=O)c3ccccc3)sc2c1	3%	-5%	-5%	4%	-44%[10 µM]	4%	15%
CCOC(=O)c1[nH]c2ccc(OC)cc2c1NC(=S)N1CCN(C(=O)OCC)CC1	-4%	?	-5%	1%	-27%	7%	-2%
Cc1nc2cnc(N3CCNCC3)nc2n(-c2ccccc2)c1=O	2%	.	-5%	.	-16%	.	29%
COc1ccc2sc(N(CCN(C)C)C(=O)c3cc(Cl)sc3Cl)nc2c1	-2%	2%	14%	0%	-22%	17%	11%
CCn1c(=O)n(CC(=O)N2CC(C)CC(C)C2)c(=O)c2ccccc21 (configuration not stated)	0%	-10%	-3%[38.3 µM]	-3%	-15%	-9%	10%
COc1ccc(-n2c(-c3ccc(Br)cc3)c[n+]3c2CCc2ccccc2-3)cc1	3%	11%	10%	-9%	-13%[10 µM]	13µM*	6%
CC(=O)Nc1ccc(N2C(=O)CC(N3CCSCC3)C2=O)cc1 (configuration not stated)	0%	2%	0%	0%	.	.	1%
CC1CCN(C(=O)CSc2ccc(-c3ccccc3)nn2)CC1	.	5%	-14%	-2%	-14%	-4%	10%
CC(C)(C)c1n[nH]c(=S)n(/N=C/c2cccs2)c1=O	-1%	8%	8%	-1%	18%[0.074 µM]	-1%	-5%
CC(C)(C)NC(=O)C1CC(=O)OC12CCCCC2 (configuration not stated)	-10%	11%	-5%[38.3 µM]	1%	15%[10 µM]	-2%	2%
O=C(CCS(=O)(=O)c1ccc(Br)cc1)NCc1cccs1	1%	4%	14%[38.3 µM]	4%	8%	-4%	3%
O=S(=O)(N/N=C\c1c(F)cccc1Cl)c1ccc(Cl)cc1	-8%	-7%	17%[38.3 µM]	-4%	-13%	-4%	-8%
CC(=O)c1cccc(NC(=O)C(OC(=O)c2cccs2)c2ccccc2)c1 (configuration not stated)	3%	-8%	-2%	4%	.	-3%	89%[activator]
Cc1cc(NC(=O)c2cc(-c3ccccc3)on2)n(-c2ccccc2)n1	-1%	4%	13%[38.3 µM]	-1%	-1%	29%	5%
CCc1ccc(C(C)NC(=O)Cc2ccc(F)cc2)cc1 (configuration not stated)	5%	11%	8%	2%	6%	10%	8%
CN(C)/C=C(\C#N)C(N)=C(C#N)C#N	0%	8%	-11%	-6%	8%	-3%	5%
O=C(c1ccco1)N1CCN(S(=O)(=O)c2ccc(S(=O)(=O)NC3CC3)cc2)CC1	-1%	-11%	-2%[38.3 µM]	-15%	3%	-15%	-4%
COC(=O)c1ccc(C)c(-n2c(C)cc(C=O)c2C)c1	-5%	1%	1%	0%	.	-12%	27%
Cc1cc2c(=O)oc(-c3ccccc3Br)nc2s1	0%	-3%	.	.	9%[10 µM]	12%[9.22 µM]	3%
